SRC1 TRFRET art: TR-FRET detection interference compounds, primary screen, artefact control for PPARgamma SRC-1 recruitment agonists, biochemical, TR-FRET emission ratio. TR-FRET ratio at 8 µM. 0.34% of 99,000 active. TR-FRET detection artefact counter-screen; active compounds read high. AID 1051, 2008; in the data active = TR-FRET ratio above about 2300; note: inactives centre near 1800
SRC3 TRFRET art: TR-FRET detection interference compounds, artefact control for PPARgamma SRC-3 recruitment agonists, biochemical, TR-FRET ratio; 0.39% of 99,000 active; TR-FRET artefact counter-screen, PPARgamma/SRC-3 format; active compounds read high; TR-FRET ratio at 8 µM; in the data active = TR-FRET ratio above about 2000; note: inactives centre near 1600
Numbers without * were called inactive. Some of the compounds tested (hit frequency here may not be typical).

Results follow in this order: SRC1 TRFRET art | SRC3 TRFRET art
- CCOC(=O)Cc1cn2c(=O)cc(CSCC(=O)Nc3ccc(C)c(C)c3)nc2s1
  1933 | 1541
- O=C(NCc1cccs1)c1cc(-c2ccncc2)nc2ccc(Br)cc12
  2118 | 1960
- COC(=O)[C@@]1(Cc2ccc(OC)cc2)[C@H]2c3cc(C(=O)N4CCCC4)n(Cc4ccc(OC)c(OC)c4)c3C[C@H]2CN1C(=O)c1ccccc1
  1690 | 1473
- O=C(N/N=C/c1ccc(O)c2ncccc12)c1cccc(Br)c1
  1939 | 1650
- O=C1N/C(=N\c2ccccn2)SC1Cc1ccc(Cl)cc1 (centres undefined)
  1724 | 1727
- O=C(C1CCN(S(=O)(=O)c2ccc(Br)s2)CC1)N1CCN(C2CCCCC2)CC1
  1692 | 1298
- Cc1ccc2cc(C3CC(c4ccco4)=NN3C(=O)CCC(=O)O)c(Cl)nc2c1 (centres undefined)
  1771 | 1407
- COC(=O)C(CSCc1ccccc1)NC(=O)CSc1nc(N)cc(=O)[nH]1 (centres undefined)
  1830 | 1784
- COc1ccc(/C=N/NC(=O)c2ccc(COc3cccc4cccnc34)cc2)cc1OC
  1708 | 1420
- O=C(CSc1ccc(-c2ccccc2)nn1)NCC1CCCO1 (centres undefined)
  1619 | 1732

Part of the list above in order of length of the SMILES, lowest first:
Results follow in this order: SRC1 TRFRET art | SRC3 TRFRET art
- O=C(CSc1ccc(-c2ccccc2)nn1)NCC1CCCO1 (centres undefined)
  1619 | 1732
- O=C1N/C(=N\c2ccccn2)SC1Cc1ccc(Cl)cc1 (centres undefined)
  1724 | 1727
- Cc1ccc2cc(C3CC(c4ccco4)=NN3C(=O)CCC(=O)O)c(Cl)nc2c1 (centres undefined)
  1771 | 1407
- O=C(C1CCN(S(=O)(=O)c2ccc(Br)s2)CC1)N1CCN(C2CCCCC2)CC1
  1692 | 1298

More structures.
Results follow in this order: SRC1 TRFRET art | SRC3 TRFRET art
- CCCCN1C=CC(=C2N=c3cccc([N+](=O)[O-])c3=N2)C=C1
  1513 | 1459
- Cc1ccc(-n2nc(C)c(NC(=O)CCl)c2C)cc1
  1654 | 1331
- Cn1nc(C(C)(C)C)c([N+](=O)[O-])c1C(=O)Nc1ccccc1
  1707 | 1539
- O=C(COC(=O)c1sc2ccccc2c1Cl)NCC1CCCCC1
  1839 | 1553
- OC1(C#CCN2CCOCC2)CCCCC1
  1820 | 1830
- Cc1cc(C)c2c(C)c(C(=O)Nc3c(C)n(C)n(-c4ccccc4)c3=O)oc2c1
  1579 | 1308
- Cc1noc(C)c1C(=O)NCCCc1ccccc1
  1923 | 1550
- COC(=O)C[n+]1cccc2ccccc21
  1866 | 1723
- CCN1CCN(C(c2cccc(OC)c2)c2sc3nc(C)nn3c2O)CC1 (centres undefined)
  2190 | 1402
- Cc1cccc(CCNC(=O)C2CCC(CNS(=O)(=O)c3cccs3)CC2)c1 (centres undefined)
  1798 | 1710
- CC(C)c1ccc(NC(=O)COc2ccc(F)cc2C(=O)c2cnn(-c3ccccc3)c2)cc1
  1570 | 1523
- C=CCSC1=NC(N)=C(C#N)C2(CCCCC2)C1C(N)=O (centres undefined)
  1758 | 1382
- O=C(c1ccccc1NS(=O)(=O)c1ccc(Cl)cc1)N1CCc2ccccc21
  1760 | 1600
- Cc1nc(Nc2ccccc2Cl)sc1C(=O)Nc1ccccc1
  1848 | 1652
- O=C(CS(=O)(=O)c1ccccc1)Nc1ccc(S(=O)(=O)Nc2ccccn2)cc1
  1716 | 1585
- CCCCC(O)(CCCC)C(=O)NN(C(=O)OC)c1ccccc1
  1854 | 1512
- C=CCn1c(CCSCc2ccc(OC)c(C)c2)n[nH]c1=S
  1644 | 1327
- CC(C)(C)NC(=O)C(=O)NNC(=O)c1cccc([N+](=O)[O-])c1
  2097 | 1806
- N#Cc1ccc(CSc2nnc(-c3cccnc3)o2)cc1
  1818 | 1581
- CCn1cc(CNCc2cn(-c3ccccc3C)nc2-c2ccc(OC)c(F)c2)cn1
  1704 | 1546
- N=c1c(C(=O)NCC2CCCO2)cc2c(=O)n3ccccc3nc2n1Cc1cccnc1 (centres undefined)
  1929 | 1701
- O=C(NCc1nnc2c3ccccc3c(-c3ccccc3)nn12)c1ccc(Cl)cc1
  1845 | 1890
- O=C(NNc1cccc(Cl)n1)c1ccc(Cl)nc1
  1734 | 1455
- CCCCN(CCCC)/C(N)=N/c1nc(C)cc(C)n1
  1941 | 1343
- Cc1ccc(C)c(N=Cc2ccc(-c3ccc([N+](=O)[O-])cc3)o2)c1
  1956 | 1570
- COCCNS(=O)(=O)c1ccc(-c2ccc(Cl)cc2)cc1
  2162 | 1408
- CC(C)(C)c1ccc(S(=O)(=O)N2CCCC2C(=O)N2CCOCC2)cc1 (centres undefined)
  2007 | 1627
- CN1C(=O)/C(=C/c2ccco2)SC1=Nc1ccc(N2CCOCC2)cc1
  2013 | 1640
- Cc1nc([N+](=O)[O-])c(Br)n1Cc1ccc(Cl)c(Cl)c1
  1816 | 1727
- CCN(CC)S(=O)(=O)c1ccc(C(=O)OCC(=O)NCc2ccco2)cc1
  1880 | 1736

Record cards, from the list above. Order of values: SRC1 TRFRET art | SRC3 TRFRET art
`O=C(NCc1nnc2c3ccccc3c(-c3ccccc3)nn12)c1ccc(Cl)cc1` across the screens: 1845 | 1890
`CCN(CC)S(=O)(=O)c1ccc(C(=O)OCC(=O)NCc2ccco2)cc1` across the screens: 1880 | 1736
`CC(C)(C)c1ccc(S(=O)(=O)N2CCCC2C(=O)N2CCOCC2)cc1` (centres undefined) across the screens: 2007 | 1627
`N=c1c(C(=O)NCC2CCCO2)cc2c(=O)n3ccccc3nc2n1Cc1cccnc1` (centres undefined) across the screens: 1929 | 1701

Following part
Results follow in this order: SRC1 TRFRET art | SRC3 TRFRET art
- O=c1c2c([nH]n1-c1ccccc1)CCCC2
  1870 | 1840
- c1csc(C2=NNC(=NC3CCCCC3)SC2)c1
  1569 | 1593
- CC(C)C(NS(=O)(=O)c1cccs1)C(=O)NCc1ccc2c(c1)OCO2 (centres undefined)
  1676 | 1715
- O=c1c2ccccc2nnn1CSc1ccccc1F
  1803 | 1595
- CC(=O)Nc1ccc(C(=O)NCC(=O)OCc2c(F)cccc2Cl)cc1
  1789 | 1531
- O=C(/C(=C/O)N=Nc1ccccc1)c1cccs1
  1886 | 1684
- CCCCCCCC1CC(/C(C)=N/NC(N)=O)OC1=O (centres undefined)
  1593 | 1566
- O=C(CSc1ccc2c(c1)OCCO2)NC(=O)Cc1ccccc1
  1694 | 1674
- COC(CN1C(=O)C(=O)/C(=C(/O)c2ccccc2)C1c1ccccn1)OC (centres undefined)
  1600 | 1577
- CN(c1ccccc1)c1ccc(/C=N/N2CCOCC2)cc1
  1767 | 1494
- COc1cc(/C=N/NC(=O)C(=O)NCC2CCCO2)ccc1O (centres undefined)
  1926 | 1613
- O=C(COC(=O)c1ccc(Cl)nc1)Nc1ncc(Cl)cc1Cl
  1967 | 1620
- CCC(C)(C)NC(=O)C(c1cccnc1)N(C(=O)c1csnn1)c1ccc(C)cc1 (centres undefined)
  1656 | 1553
- C[C@H]1O[C@H](O[C@H]2[C@H](O)[C@@H](O)[C@@H](O[C@H]3[C@H](O)[C@@H](O)C(O)O[C@@H]3CO)O[C@@H]2CO)[C@H](O)[C@@H](O)[C@@H]1N[C@H]1C=C(CO)[C@@H](O)[C@H](O)[C@H]1O (some centres undefined)
  1922 | 1825
- CCCCCOc1ccc(CN2CCOCC2)cc1Cl
  1693 | 1653
- CSc1ncccc1C(=O)N1CCCC(CCC(=O)NCc2ccccc2F)C1 (centres undefined)
  1833 | 1515
- CC1CCN(C(=O)COC(=O)c2ccc3c(c2)OCO3)CC1
  1905 | 1616
- CC(=O)Nc1ccc(N=Cc2ccc(OCc3ccccc3)cc2)cc1
  1615 | 1705
- CCOc1ccc(CNC(=S)NCc2ccc(OCC)cc2)cc1
  2017 | 1596
- CCOC(=O)C1=C(C)Nc2ccccc2N=C1NC(=O)C(CC)c1ccccc1 (centres undefined)
  1870 | 1574
- CCOC(=O)N1CCN(C(=O)CC(=O)Nc2ccc3nc4n(c(=O)c3c2)CCCCC4)CC1
  1724 | 2040
- COc1ccc(C2NC(c3ccc(OC)cc3)C(c3ccccc3)C(=O)C2c2ccccc2)cc1 (centres undefined)
  1672 | 1467
- O=C(Oc1ccccc1C(=O)Oc1ccccc1)c1cccnc1
  1867 | 1489
- NS(=O)(=O)c1ccc(CNC(=O)Cc2ccccc2F)cc1
  1767 | 1681
- O=C1CC(c2ccc(Cl)cc2)CC(=O)C1CS(=O)(=O)c1ccccc1 (centres undefined)
  1787 | 1546
- CCOc1nc(NC(=O)NS(=O)(=O)c2ccccc2F)nc(-c2ccccc2)n1
  1599 | 1499
- COc1cccc(NC(=O)N2CCCC2)c1
  1878 | 1626
- CNS(=O)(=O)c1c(C)cc(C)c(N(C)S(=O)(=O)c2ccccc2)c1C
  2144 | 1601
- COCC(=O)Nc1cc(=O)n(C)c(=O)n1C
  1776 | 1620
- Cc1ccc(S(=O)(=O)CCc2nnc(NC(=O)c3cccs3)s2)cc1
  1839 | 1520

The listing continues.
compound	SRC1 TRFRET art	SRC3 TRFRET art
O=S(=O)(NCCSc1ccccn1)c1ccc(Br)cc1	1634	1533
O=C(NC1CCCc2ccccc21)c1ccc(Br)cc1 (centres undefined)	1601	1600
COc1ccccc1/C=N/Nc1cc(N(C)C)nc(N(C)C)n1	1816	1758
CNS(=O)(=O)c1ccc(NC(=O)c2ccc(Cl)cc2Cl)cc1	1803	1650
CC(=O)c1ccc(OCCCC(=O)Nc2cccc(S(=O)(=O)N(C)C)c2)cc1	1962	1578
N#Cc1ccccc1NC(=O)C1SC(=Nc2ccccc2)C(C(=O)Nc2ccc(Cl)cc2)=C1N (centres undefined)	1943	1569
Cc1ccc(S(=O)(=O)NN=C2CCN(Cc3ccccc3)CC2)cc1	1602	1382
CCO[C@H]1OC(C(=O)N2CCN(C)CC2)=C[C@@H](c2csc3ccccc23)[C@@H]1CCCO	1797	1573
CC(=O)c1c(C)[nH]c(C(=O)Nc2nccs2)c1C	2149	1823
CC1=CCC2([N+](=O)[O-])CN(CC(=O)O)CC1([N+](=O)[O-])C2 (centres undefined)	1817	1426
CC(C)Cn1c(SC(C)C(=O)Nc2ccc(N3CCOCC3)cc2)nc2ccccc21 (centres undefined)	1472	1449
Cc1ccc(-c2csc(NC(=S)NC(=O)c3cccs3)n2)cc1	2098	1640
Cc1cnc(C(=O)Nc2ccc(N3CCCCC3)cc2)cn1	1913	1492
Cc1nn(-c2ccccc2)c(C)c1[N+](=O)[O-]	1698	1532
O=C(O)c1ccc(Nc2nc(-c3cccnc3)nc3ccccc23)cc1	1924	1422
CSc1nnc(-c2ccccc2SC)o1	2301	2050
COc1ccc(Cl)cc1NC(=O)CN(C)CC(=O)Nc1ccc(Br)cc1	1757	1659
O=[N+]([O-])c1ccc(COc2ncnc3ccccc23)cc1	1855	1521
COc1ccccc1NC(=O)C(=O)N/N=C/c1ccc([N+](=O)[O-])s1	1912	1393
CC1SC(c2ccc(F)cc2)NC1=O (centres undefined)	1881	1603
CN1CCN(C(=O)c2c(O)c3cccc4c3n(c2=O)CC4)CC1	1724	1369
C#CCNC(=O)C1=C[C@@H](C2CCCCC2)C[C@@H](OCc2ccc(CO)cc2)O1	2065	1646
CC(C)CNC(=O)CC1Nc2ccccc2NC1=O (centres undefined)	1945	1584
CCC(C(=O)O)n1nc(-c2ccccc2)c2cc(Cl)ccc21 (centres undefined)	1722	1586
Cc1[nH]c2ccccc2c1CCNC(=O)CCC(=O)c1ccccc1	2078	1709
CC(=O)c1ccc(NC(=S)N2CCCCCC2)cc1	1551	1590
Cc1cccc(C(=O)NC(C(=O)Nc2nc(-c3ccccn3)cs2)C(C)C)c1 (centres undefined)	1848	1411
O=C(CN(c1ccccc1)S(=O)(=O)c1ccccc1)N1CCOCC1	1666	1576
Cn1c(-c2ccccc2)cnc1SCC(=O)N1CCCc2ccccc21	2056	1553
Cc1cccc(Cc2nnc(CCC(=O)N(CC3CC3)CC3CCCO3)o2)c1 (centres undefined)	1597	1475
COc1ccc(/C(N)=N/OC(=O)N2CCOCC2)cc1	1942	1809
COc1ccc(C2CC(c3cccs3)=NN2C(=O)CN2CCCCC2)cc1 (centres undefined)	1874	1452
Cc1ccc(S(=O)(=O)N2CCOCC2)cc1NC(=O)CSc1nnc2cc(C)c3ccccc3n12	2009	1734
Cc1ccccc1Nc1nnc(SCC(=O)NC(=O)Nc2ccc3c(c2)OCCO3)s1	2080	1558
CCN(Cc1ccncc1)C(=O)CCc1nnc(CCc2ccc(OC)cc2)o1	1693	1517
COc1ccc(CC(=O)N2CCCC(CNC(=O)c3ccccc3Cl)C2)cc1 (centres undefined)	1878	1446
O=C(O)CCNC(=O)c1ccc(Br)o1	1775	1568
Cc1nn(C)c(Cl)c1C(N)=O	1876	1706
O=C(CCN1CCN(C(c2ccccc2)c2ccccc2)CC1)N/N=C/c1ccc(O)cc1O	1528	1484
C=CCNC(=O)C1(c2ccccc2)CC1(Cl)Cl (centres undefined)	2022	1702
CCOc1ccc(NC(=O)Nc2cccnc2)cc1	1689	1578
O=C(CCC(=O)Nc1ccccc1)N/N=C/C=C/c1ccccc1	1685	1444
Cn1nc(C(=O)OCC(=O)c2ccc[nH]2)c2ccccc2c1=O	1948	1581
O=C(Nc1cccc(NC(=S)NC(=O)c2cccs2)c1)c1ccccc1	1645	1597
Cc1ccc2c(c1)C1CN(C)CCC1N2C(=S)Nc1ccc(OC(F)F)cc1 (centres undefined)	2104	1591
COc1ccc(-c2nc(-c3ccccc3)ncc2S(C)(=O)=O)cc1	1618	1545
CC1=CC2=NC(=O)/C(=C\c3cccn3CCOc3cccc(C)c3)C(=N)N2O1	1946	1629
COc1ccc(C(=O)N/C(=C\c2ccc3c(c2)OCO3)C(=O)Nc2cccc(C(=O)O)c2)cc1	1980	1670

Compound activity (PubChem)
